Source: PubChem
AID2073: disruptors of CaV2.2 binding to Mint1 – biochemical, HTRF (AID 2073); one-dose inhibition, % at 20 µM; IC50 in µM for titrated hits; actives 0.19% (n = 290,000); HTRF protein-protein interaction, Mint1-CaV2.2; higher % means a stronger effect; in the data active = inhibition mostly above about 51%, no sharp cut-off; also: some results filed as inactive read as strong as hits
WT yeast gro inh: growth inhibition of WT yeast, mitochondrial fusion screen | mitochondrial fusion phenotypic screen, WT strain | inhibition, % at 10 µM | actives 2.1% (n = 190,000) | AID 1362; in the data active = inhibition above about 58%; tested in S. cerevisiae
NS5 inhibitors: Dengue-2 NS5 methyltransferase inhibitors, primary screen, biochemical, confirmation dose response (AID 588689); Dengue-2 NS5 methyltransferase capping enzyme assay, biochemical; higher % means a stronger effect; one-dose inhibition, % at 25 µM; IC50 in µM for titrated hits; actives 0.3% (n = 340,000); in the data active = a potency from the dose series
Autophagy HCS: alters autophagy in cells; calls only at 10 µM (by protocol); MEF GFP-LC3 puncta imaging; test concentration mostly 10 µM; actives 0.98% (n = 190,000); AID 463193;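 active = percentage of spot-positive cells more than 3 SD above its plate mean, without a fluorescence outlier flag or 80% toxicity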;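 also: spot-positive cell cutoff set from DMSO-treated cells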
RSV antiviral HEp-2: inhibition of RSV-induced cytopathic effect – HEp-2 cells, primary 10 µM value included (AID 2391) | HEp-2 cells, RSV-induced CPE inhibition; higher % means a stronger effect | CPE inhibition, % at 10 µM; hits with a dose series show IC50 in µM | actives 0.13% (n = 310,000); in the data active = a potency from the dose series; also: strong numbers were not always called active
LYP phosphatase: PTPN22 lymphoid phosphatase activity blockers – biochemical, fluorescence intensity, uHTS (AID 1779). actives 0.054% (n = 290,000). recombinant LYP phosphatase, fluorescence intensity; higher % means a stronger effect. inhibition, % at 11.5 µM; hits with a dose series show IC50 in µM; in the data active = inhibition above about 50%;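 also: plate controls were vehicle with enzyme for no effect and no enzyme for full effect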
GPR35 antagonists: GPR35 antagonists blocking zaprinast-driven arrestin recruitment, primary screen, imaging, U2OS, beta-arrestin-GFP, zaprinast agonist (AID 2058); U2OS GPR35 beta-arrestin-GFP translocation imaging, zaprinast antagonism; higher % means a stronger effect; inhibition, % at 10 µM, or IC50 in µM where a hit was titrated; actives 0.052% (n = 290,000);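 active = inhibition of at least 50% with at least 30 cells and total cytoplasm GFP at most 10,000,000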
NTR1 agonist: NTR1-driven beta-arrestin-GFP spot formation – imaging, U2OS cells, high content, primary screen (AID 493036); P30989; agonist mode; activation, % at 20 µM; actives 0.17% (n = 330,000);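 active = activation at or above 40% of the spot to cytoplasm intensity ratio, with at least 20 cells analyzed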;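 also: 0% = DMSO without peptide and 100% = 100 nM NTR1 peptide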
Target sequence (P30989 whole entry, looked up): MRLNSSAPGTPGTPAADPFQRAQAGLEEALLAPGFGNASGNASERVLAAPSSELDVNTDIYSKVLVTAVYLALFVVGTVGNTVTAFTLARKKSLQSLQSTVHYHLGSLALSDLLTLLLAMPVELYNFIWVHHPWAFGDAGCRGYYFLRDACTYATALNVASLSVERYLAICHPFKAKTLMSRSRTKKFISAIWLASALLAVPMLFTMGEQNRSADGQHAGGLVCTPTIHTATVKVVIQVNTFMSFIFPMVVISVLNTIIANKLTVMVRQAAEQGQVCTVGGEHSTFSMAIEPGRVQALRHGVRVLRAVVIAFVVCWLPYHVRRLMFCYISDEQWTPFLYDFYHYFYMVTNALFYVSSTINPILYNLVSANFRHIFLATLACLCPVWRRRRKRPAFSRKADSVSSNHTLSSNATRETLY
UTI89 phage lysis: inhibition of K1F phage lysis, E. coli UTI89, bacterial capsule biogenesis inhibitors, alamar blue (AID 488966) | one-dose inhibition, % at 100 µM; IC50 in µM for titrated hits | E. coli UTI89 K1F phage lysis, alamar blue, 2 h; higher % means a stronger effect | actives 0.02% (n = 340,000);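 active = phage lysis inhibition, versus mean bacterial control, above a set limit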;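 also: capsule biogenesis inhibitors block K1F phage lysis so surviving cells raise fluorescence; higher fluorescence means more inhibition of phage lysis; actives were called in the ten point dose series up to 300 µM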
WT yeast gro inh mutant strain: recorded beside WT yeast gro inh, whose call it bears; inhibition, %; mitochondrial fusion phenotypic screen, mutant strain inhibition
Autophagy HCS cell loss 18 h: also measured in Autophagy HCS; calls as there; toxicity, %; measured here: cell loss, nuclei count;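 cell loss after 18 h compound exposure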
NTR1 agonist cell count 20 µM: also measured in NTR1 agonist; calls as there; cell count; measured here: cell count, cytotoxicity flag
NS5 inhibitors pilot replicate: second read-out of NS5 inhibitors, no call of its own (marks repeat the call); inhibition, %; measured here: pilot screen replicate inhibition
The depositor's hits bear a star; i = inactive; x = not tested or not shown; [ ] = dose if it differs, or a comment.

SMILES	AID2073	WT yeast gro inh	WT yeast gro inh mutant strain	NS5 inhibitors	Autophagy HCS	Autophagy HCS cell loss 18 h	RSV antiviral HEp-2	LYP phosphatase	GPR35 antagonists	NTR1 agonist	NTR1 agonist cell count 20 µM	UTI89 phage lysis	others
CCOC(=O)N1CCN(C(=O)Nc2sc3nc4n(c(=O)c3c2C)CCC(C)CC4)CC1 (centres undefined)	-49%	3	25	-6%	i	3	1.8%	-7%	1%	0.3	45	2.5%
COc1cnc(SCc2ccc(Cl)cc2)nc1Cl	4%	19	91	-8%	i	-3	-1.0%	2%	15%	10	79	-0.1%
Cc1ccc(C)c(NC(=O)NNC(=O)c2cc3occc3[nH]2)c1	5%	x	x	-12%	x	x	1.1%	-1%	-6%	-0.8	56	0.2%
CC(=O)NCCC(=O)N1CCCC(N2CCN(c3cccc(Cl)c3)CC2)C1 (centres undefined)	10%	x	x	-5%	x	x	0.6%	-4%	-4%	2.1	54	0.0%	NS5 inhibitors pilot replicate=4.0
C/C(=N\NC(=O)c1ccc(N2CCCC2=O)cc1)c1ccc(O)cc1O	7%	x	x	14%	x	x	0.7%	-2%	-7%	0.6	69	0.8%[50 µM]
Cc1oc(/N=C/c2ccc(Cl)cc2)c(C#N)c1C	8%	-6	0	-10%	i	5	-0.2%	0%	-2%	-1.0	52	-0.6%
C=CCn1c(N)cc(=O)nc1SC(C)C(=O)Nc1ccc(C(=O)OCC)cc1 (centres undefined)	13%	x	x	-5%	x	x	2.4%	-8%	0%	1.7	58	-0.1%[50 µM]
CCN1C(=NCCc2cccnc2)N[C@@H](c2ccccc2)C(C(=O)OC)=C1C	6%	x	x	-9%	x	x	1.1%	-3%	9%	-5.1	79	0.8%
O=C(COc1cccc(C(F)(F)F)c1)Nc1ccc(S(=O)(=O)N2CCCCC2)cc1	x	x	x	-1%	x	x	2.6%	x	x	5.0	61	0.7%[50 µM]
Cn1c(SCc2ccc(Br)cc2)nnc1-c1cccs1	6%	2	20	-5%	i	14	7.1%	-1%	-14%	0.7	79	0.3%	NS5 inhibitors pilot replicate=1.2
CN(C)S(=O)(=O)c1cc(NC(=O)CSc2ncc(C(F)(F)F)cc2Cl)ccc1Cl	1%	12	-8	1%	i	-12	14%	-2%	0%	4.9	60	3.9%
CCOC(=O)c1c(O)c2ccccc2n(-c2ccccc2)c1=O	17%	-7	-24	6%	i	2	1.5%	2%	-4%	1.1	65	-0.2%
CCN(C(=O)CN1CCN(Cc2ccccc2)CC1)c1c(N)n(Cc2ccccc2)c(=O)[nH]c1=O	4%	-5	12	-1%	i	3	-1.5%	-4%	-11%	-0.9	87	-0.4%
Cc1cc(C)cc(NC(=O)C(OC(=O)C2=COCCO2)c2ccccc2)c1 (centres undefined)	5%	-5	35	-8%	i	12	2.1%	-7%	-6%	-1.3	47	1.7%
CCOc1ccc(-c2c(C(=O)N/N=C/c3ccncc3)nnn2-c2nonc2N)cc1	0%	x	x	-18%	x	x	0.5%	-7%	4%	0.5	59	0.2%
CCCN1C(=O)CSC1=Nc1ccccc1	4%	-18	-8	-5%	i	-4	1.2%	-3%	4%	-0.7	74	0.2%
N#Cc1ccc(OCC(=O)N/N=C2\CCc3ccccc32)cc1	0%	1	8	-5%	i	-2	0.5%	-2%	-8%	2.0	61	-2.5%
O=C(NCCCCCNC(=O)c1ccccn1)c1ccccn1	-21%	-12	-14	-2%	i	16	0.4%	-7%	-6%	-0.1	38	0.0%
COc1ccc(C(=O)NCc2cc3ccccc3n2C)cc1	5%	x	x	1%	x	x	2.2%	-6%	-5%	0.1	56	0.0%	NS5 inhibitors pilot replicate=3.0
COCCn1c(=NC(=O)CSCC(=O)Nc2cc(C)on2)sc2cc(C(=O)OC)ccc21	-3%	-2	-30	4%	i	9	1.6%	0%	10%	0.9	75	0.9%
CCOC(=O)C1=C(C)N(c2ccc(Cl)cc2)C(=O)NC1c1cccc([N+](=O)[O-])c1 (centres undefined)	-4%	36	-2	6%	i	6	12%	0%	-1%	4.4	84	0.4%
CCC(=O)N(CCC1(C(C)C)CCOC(C)(C)C1)Cc1ccco1 (centres undefined)	0%	-11	-2	3%	i	5	-0.8%	-6%	-7%	-0.5	86	0.4%	NS5 inhibitors pilot replicate=1.5
CNC(=O)CSc1nnc(-c2cnccn2)n1C	-6%	-1	0	-5%	i	22	2.5%	-9%	1%	-0.4	33	0.1%
Cc1sc2ncnc(N3CCC(C(=O)NCC(=O)Nc4ccc(F)c(F)c4)CC3)c2c1C	7%	x	x	-1%	x	x	21%	-8%	-22%	2.2	43	-0.5%[50 µM]
CCC(Oc1ccccc1)C(=O)NC1CCSC1=O (centres undefined)	5%	-3	9	-4%	i	4	0.2%	-3%	-9%	1.3	50	0.1%

Sorted by SMILES length (rising): part of the list above
SMILES	AID2073	WT yeast gro inh	WT yeast gro inh mutant strain	NS5 inhibitors	Autophagy HCS	Autophagy HCS cell loss 18 h	RSV antiviral HEp-2	LYP phosphatase	GPR35 antagonists	NTR1 agonist	NTR1 agonist cell count 20 µM	UTI89 phage lysis	others
Cc1ccc(C)c(NC(=O)NNC(=O)c2cc3occc3[nH]2)c1	5%	x	x	-12%	x	x	1.1%	-1%	-6%	-0.8	56	0.2%
Cc1cc(C)cc(NC(=O)C(OC(=O)C2=COCCO2)c2ccccc2)c1 (centres undefined)	5%	-5	35	-8%	i	12	2.1%	-7%	-6%	-1.3	47	1.7%
CCN1C(=NCCc2cccnc2)N[C@@H](c2ccccc2)C(C(=O)OC)=C1C	6%	x	x	-9%	x	x	1.1%	-3%	9%	-5.1	79	0.8%
COCCn1c(=NC(=O)CSCC(=O)Nc2cc(C)on2)sc2cc(C(=O)OC)ccc21	-3%	-2	-30	4%	i	9	1.6%	0%	10%	0.9	75	0.9%
CCN(C(=O)CN1CCN(Cc2ccccc2)CC1)c1c(N)n(Cc2ccccc2)c(=O)[nH]c1=O	4%	-5	12	-1%	i	3	-1.5%	-4%	-11%	-0.9	87	-0.4%

The results go on:
SMILES	AID2073	WT yeast gro inh	WT yeast gro inh mutant strain	NS5 inhibitors	Autophagy HCS	Autophagy HCS cell loss 18 h	RSV antiviral HEp-2	LYP phosphatase	GPR35 antagonists	NTR1 agonist	NTR1 agonist cell count 20 µM	UTI89 phage lysis	others
COc1cc(NC(=S)NC2CC(C)(C)NC(C)(C)C2)cc(OC)c1	-6%	-3	-1	3%	i	-1	-1.0%	-7%	15%	0.6	62	0.4%
Cc1cc(C(=O)N2CCCC(Nc3ccc(C(C)C)cc3)C2)nn1C (centres undefined)	1%	x	x	0%	x	x	3.2%	-5%	6%	-0.3	56	0.3%[50 µM]
O=C(NCc1cccnc1)c1ccc(COc2cccc3ccccc23)o1	-25%	12	7	2%	i	8	4.5%	-5%	1%	-1.4	58	2.0%
O=C(Nc1ccccc1N1CCCCC1)c1ncoc1-c1ccc(F)cc1	20%	28	19	-10%	i	1	3.9%	6%	6%	1.4	55	0.3%
O=C(Nc1nnc(CCc2ccccc2)s1)c1ccccc1	10%	x	x	-2%	x	x	-0.1%	-4%	18%	0.7	54	3.0%
Cn1cc(C(c2ccccn2)c2cn(C)c3ccccc23)c2ccccc21	6%	x	x	-7%	i	-12	21%	-4%	-8%	3.1	43	6.8%
CS(=O)(=O)N(CC(=O)NCc1ccco1)c1ccc(OCc2ccccc2)cc1	3%	-10	0	3%	i	2	3.8%	-3%	-8%	-1.2	37	-2.0%
FC(F)Oc1ccc(/C=N/n2c(Cc3ccc(Br)cc3)n[nH]c2=S)cc1	-6%	x	x	5%	x	x	21%	-7%	-1%	1.1	36	0.4%
COCCN1Cc2cccc(C(=O)NC(C)c3cccs3)c2C1=O (centres undefined)	0%	19	-5	-2%	i	-2	1.0%	-10%	5%	1.4	52	0.7%
COc1cc(C2C(C#N)=C(N)Oc3cc(N(C)C)ccc32)cc2c1OCO2 (centres undefined)	0%	45	7	10%	i	65	11%	12%	-7%	0.7	41	1.6%
COc1ccc(-c2c(C#Cc3ccsc3)c3cc(-c4ccc5[nH]ccc5c4)ccc3n2C)cc1	x	x	x	-4%	x	x	4.7%	x	x	-0.8	69	1.4%
NC1=NC2CS(=O)(=O)CC2S1 (centres undefined)	-5%	9	-7	-3%	i	3	0.1%	-4%	6%	-0.9	67	0.6%
CCOC(=O)c1c(C)oc2ccc(OCc3cc(C(=O)OC)oc3C)cc12	-3%	16	14	1%	i	-6	2.3%	6%	-8%	5.2	39	1.3%

Reprinted from above for reference:
SMILES	AID2073	WT yeast gro inh	WT yeast gro inh mutant strain	NS5 inhibitors	Autophagy HCS	Autophagy HCS cell loss 18 h	RSV antiviral HEp-2	LYP phosphatase	GPR35 antagonists	NTR1 agonist	NTR1 agonist cell count 20 µM	UTI89 phage lysis	others
CCOC(=O)N1CCN(C(=O)Nc2sc3nc4n(c(=O)c3c2C)CCC(C)CC4)CC1 (centres undefined)	-49%	3	25	-6%	i	3	1.8%	-7%	1%	0.3	45	2.5%
COc1cnc(SCc2ccc(Cl)cc2)nc1Cl	4%	19	91	-8%	i	-3	-1.0%	2%	15%	10	79	-0.1%
Cc1ccc(C)c(NC(=O)NNC(=O)c2cc3occc3[nH]2)c1	5%	x	x	-12%	x	x	1.1%	-1%	-6%	-0.8	56	0.2%
CC(=O)NCCC(=O)N1CCCC(N2CCN(c3cccc(Cl)c3)CC2)C1 (centres undefined)	10%	x	x	-5%	x	x	0.6%	-4%	-4%	2.1	54	0.0%	NS5 inhibitors pilot replicate=4.0
C/C(=N\NC(=O)c1ccc(N2CCCC2=O)cc1)c1ccc(O)cc1O	7%	x	x	14%	x	x	0.7%	-2%	-7%	0.6	69	0.8%[50 µM]
